High-throughput results deposited in PubChem BioAssay by Broad Institute.
LGR2 antag: inhibitors of bursicon-induced Drosophila LGR2 receptor cAMP signaling | AID 720647 | inhibition, % at 9.99 µM | hit rate 0.35% among 380,000 | HEK293 LGR2, CRE-luciferase, bursicon-stimulated, 4 h;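 active = drop in luminescence signal, shown as inhibition above about 50% in the replicate tests, limit read from the data, passing the limit was not always enough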;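 also: agonist challenge used bursicon conditioned medium at about half maximal strength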
S100A4 MyoIIA: inhibitors of human S100A4 binding to myosin IIA peptide; P26447; S100A4/TAMRA-MyoIIA peptide fluorescence polarization; hit rate 0.14% among 360,000; inhibition, % at 10.7 µM;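 active = mean inhibition of at least 70% across replicates, with every replicate also reaching that level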
Target sequence (P26447 whole entry, looked up): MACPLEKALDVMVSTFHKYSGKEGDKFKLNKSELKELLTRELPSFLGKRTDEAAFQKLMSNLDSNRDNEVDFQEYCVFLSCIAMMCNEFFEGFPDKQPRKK
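Test system – S100A4 monomer (human) · Compound – single-point compound testing · Schedule – 5 min incubation before reading · Probe or stimulus – TAMRA-labelled myosin IIA heavy-chain peptide probe, 5 nM · Benchmarks – neutral control DMSO, positive control TFP · Medium – Calcium-containing HEPES buffer, pH 7.2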
PglD inh: PglD (C. jejuni) enzyme inhibition | purified PglD enzyme, DTNB colorimetric CoA detection | inhibition, % at 12.5 µM | hit rate 0.098% among 360,000; in the data active = inhibition above about 16%, passing the limit was not always enough; also: strong numbers were not always called active
ERAP1 HTS inh: inhibitors of human ERAP1 aminopeptidase; Q9NZ08; recombinant ERAP1, Leu-AMC fluorescence, 60 min; inhibition, % at 10.7 µM; hit rate 0.15% among 340,000; AID 652197;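 active = mean replicate inhibition of at least 30%, or all replicates individually reaching that 30% level; inactive = mean below 30% and not every replicate reaching it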;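 also: 0% = neutral control wells and 100% = L-leucinethiol positive control wells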
Target sequence (Q9NZ08 whole entry, looked up): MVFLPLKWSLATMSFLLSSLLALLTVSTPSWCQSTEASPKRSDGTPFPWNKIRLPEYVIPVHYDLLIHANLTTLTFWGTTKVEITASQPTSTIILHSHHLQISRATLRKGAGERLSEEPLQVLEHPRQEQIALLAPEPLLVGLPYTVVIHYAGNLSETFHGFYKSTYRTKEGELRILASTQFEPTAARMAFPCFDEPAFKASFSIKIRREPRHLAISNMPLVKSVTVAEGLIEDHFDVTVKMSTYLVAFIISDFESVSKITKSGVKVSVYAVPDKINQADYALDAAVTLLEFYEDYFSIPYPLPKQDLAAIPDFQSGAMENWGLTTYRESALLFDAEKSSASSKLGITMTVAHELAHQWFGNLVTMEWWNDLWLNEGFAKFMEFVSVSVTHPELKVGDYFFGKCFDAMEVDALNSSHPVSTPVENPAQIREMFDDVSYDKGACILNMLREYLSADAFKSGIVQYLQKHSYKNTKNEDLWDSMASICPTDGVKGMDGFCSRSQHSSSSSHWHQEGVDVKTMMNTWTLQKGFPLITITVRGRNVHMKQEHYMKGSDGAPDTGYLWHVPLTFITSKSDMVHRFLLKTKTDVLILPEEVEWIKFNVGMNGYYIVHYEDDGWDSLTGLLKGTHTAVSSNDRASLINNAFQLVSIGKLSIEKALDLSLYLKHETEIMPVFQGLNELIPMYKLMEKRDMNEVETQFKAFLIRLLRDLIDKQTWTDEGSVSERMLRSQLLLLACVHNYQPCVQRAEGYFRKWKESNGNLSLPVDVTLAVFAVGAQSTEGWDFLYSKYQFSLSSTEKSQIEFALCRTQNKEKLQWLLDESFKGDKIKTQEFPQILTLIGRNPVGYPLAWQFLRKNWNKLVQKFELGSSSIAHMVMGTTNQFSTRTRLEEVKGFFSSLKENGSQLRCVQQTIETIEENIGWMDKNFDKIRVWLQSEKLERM
PAX8 inh HTS: inhibitors of PAX8 transcriptional activity in RMG-I cells | hit rate 1.2% among 360,000 | inhibition, % at 12.6 µM | RMG-I TPO-luciferase reporter, SteadyGlo, 24 h | AID 652154;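 active = mean replicate inhibition at least 60% with every replicate also reaching 60%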;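 also: luciferase light reporting Pax8 driven TPO promoter activity; plate controls were median of neutral control wells for no effect and mitoxantrone controls for full effect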
PGC1a acetyl inh: PGC1a acetylation modulation, inhibitor mode; hit rate 0.17% among 350,000; U2OS PGC1a acetylation, AlphaScreen anti-acetyl-lysine; with virally co-expressed GCN5 acetyltransferase; inhibition, % at 15.6 µM;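 active = every replicate shows inhibition of at least 40%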;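 also: 0% = neutral control wells and 100% = positive control wells; some results beyond the cut were filed as inactive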
FN deposit inh: fibronectin deposition inhibition | inhibition, % at 12.6 µM | AID 743247 | AH1F fibroblasts, Alexa488-fibronectin deposition fluorescence, overnight | hit rate 0.086% among 350,000;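 active = mean inhibition across replicates of 30% or more, regardless of how many single replicates reach that level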;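 also: positive control wells lacked labelled fibronectin entirely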
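test system = AH1F fibroblasts assembling fluorescent fibronectin matrix | quantity = 10000 AH1F cells per well | buffer or medium = DMEM plus 2% serum, read in PBS | doses = single dose, pinned | incubation = 1 h cell attachment, overnight exposure to compound and label | detection = fluorescence at 485 nm excitation, 525 nm emission | read-out basis = inhibition from reduced deposited-fibronectin fluorescence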
EWS-Fli inh: blocks EWS/Fli oncoprotein-driven transcription | A673 NR0B1-luciferase reporter, viability-normalised | inhibition, % at 12.6 µM | hit rate 0.67% among 350,000;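 active = mean inhibition of at least 50% after viability correction, with every replicate also passing that limit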;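 also: firefly luciferase signal divided by Alamar Blue viability fluorescence both relative to DMSO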
* hit, by the source's call; & = joins results of further samples. Rows were taken by chance. Share with any hit: about 2.1%.

`CNC(=O)OCN1C(=O)C2CC=CCC2C1=O` (stereo unspecified) gave LGR2 antag -5, S100A4 MyoIIA 2, PglD inh 2, ERAP1 HTS inh 0, PAX8 inh HTS 13, PGC1a acetyl inh 5, FN deposit inh 19 and EWS-Fli inh -4.
COc1ccc2c3c(n(C)c2c1)[C@@H](CO)N(C(=O)Nc1ccc(F)cc1)CC31CN(C(=O)c2cccnc2)C1 was read as LGR2 antag -12, S100A4 MyoIIA 28, ERAP1 HTS inh -1, PGC1a acetyl inh 4, FN deposit inh -6 and EWS-Fli inh -9.
Screening C[C@@H]1CCCCO[C@H](CN(C)CC2CCCCC2)[C@H](C)CN([C@@H](C)CO)C(=O)c2cc(NC(=O)Nc3ccccc3)ccc2O1 returned LGR2 antag 5, S100A4 MyoIIA 0, PglD inh 0, ERAP1 HTS inh -2, PAX8 inh HTS 78*, PGC1a acetyl inh -3, FN deposit inh 0 and EWS-Fli inh 19.
`O=C(Cc1c(F)cccc1Cl)OCC(=O)N1CCN(c2ccccc2)CC1` gave LGR2 antag -30, S100A4 MyoIIA -5, PglD inh -1, ERAP1 HTS inh -1, PAX8 inh HTS -28, PGC1a acetyl inh -21, FN deposit inh -4 and EWS-Fli inh -11.
COc1ccc(NC(=O)CC2C(=O)N(Cc3ccco3)C(=S)N2C(C)C)cc1 (stereo unspecified) was read as LGR2 antag -5, S100A4 MyoIIA 3, PglD inh -3, PAX8 inh HTS 5, PGC1a acetyl inh 2, FN deposit inh 10 and EWS-Fli inh -1.
Screening CCC(C)(C)NC(=S)Nc1ccc(-c2nc3ccc(C)cc3s2)cc1 returned S100A4 MyoIIA -16, PglD inh -4, ERAP1 HTS inh 1, PAX8 inh HTS -80, PGC1a acetyl inh 3, FN deposit inh -6 and EWS-Fli inh -5.
Cc1cccc(OCCC(=O)OC(C)C(=O)Nc2ccc(Cl)cn2)c1 (stereo unspecified) was read as LGR2 antag 7, S100A4 MyoIIA 5, PglD inh -2, ERAP1 HTS inh 1, PAX8 inh HTS -10, FN deposit inh 2 and EWS-Fli inh -3.
Screening C[C@@H]1CN([C@@H](C)CO)S(=O)(=O)c2ccc(-c3ccccc3F)cc2O[C@@H]1CN(C)Cc1cncnc1 returned LGR2 antag -3, S100A4 MyoIIA 5, PglD inh 2, ERAP1 HTS inh -2, PGC1a acetyl inh 3 and EWS-Fli inh -8.
`NC(=O)NC(=O)COC(=O)c1ccc2noc(-c3ccccc3)c2c1` gave LGR2 antag -69, S100A4 MyoIIA -6, PglD inh 3, ERAP1 HTS inh 3, PAX8 inh HTS -148, FN deposit inh 4 and EWS-Fli inh -83.
For O=S(=O)(NC1=NCCCCC1)c1ccc(Cl)cc1 the results were LGR2 antag -7, S100A4 MyoIIA -2, PglD inh 4, ERAP1 HTS inh 3, PAX8 inh HTS 0, PGC1a acetyl inh -12, FN deposit inh -6 and EWS-Fli inh 3.
`CC12CC3(C)CC(C)(C1)CC(C(N)=O)(C2)C3` gave LGR2 antag 2, S100A4 MyoIIA -3, ERAP1 HTS inh 4, PAX8 inh HTS -2, FN deposit inh -9 and EWS-Fli inh 4.
`C[C@@H]1CN([C@H](C)CO)C(=O)c2cc(NC(=O)NC3CCCCC3)ccc2O[C@@H]1CN(C)Cc1ccccc1` gave LGR2 antag 3, S100A4 MyoIIA 4, PglD inh 4, ERAP1 HTS inh 2, PAX8 inh HTS -1, PGC1a acetyl inh -13 and EWS-Fli inh 1.
`COc1ccc2c3c([nH]c2c1)[C@@H](CO)N(C(C)=O)CC31CCN(C(=O)Nc2ccccc2F)CC1` gave LGR2 antag 2, S100A4 MyoIIA -28, ERAP1 HTS inh -1 and EWS-Fli inh 3.
`CN(C)S(=O)(=O)N1CCc2ccc(NC(=O)c3ccccc3Cl)cc2C1` gave LGR2 antag -25, S100A4 MyoIIA -12, PglD inh 2, ERAP1 HTS inh -2, PAX8 inh HTS -26, FN deposit inh -1 and EWS-Fli inh -36.
`CCN1CC(=O)N2[C@@H](CO)[C@H](c3ccc(-c4ccccc4F)cc3)[C@@H]2C1` gave LGR2 antag 15, S100A4 MyoIIA -10, ERAP1 HTS inh 0, PAX8 inh HTS -5, PGC1a acetyl inh 3 and EWS-Fli inh -6.

Overlap with the part before: 3 compounds, then new ones.
`COc1ccc2c3c([nH]c2c1)[C@@H](CO)N(C(C)=O)CC31CCN(C(=O)Nc2ccccc2F)CC1` gave LGR2 antag 2, S100A4 MyoIIA -28, ERAP1 HTS inh -1 and EWS-Fli inh 3.
`CN(C)S(=O)(=O)N1CCc2ccc(NC(=O)c3ccccc3Cl)cc2C1` gave LGR2 antag -25, S100A4 MyoIIA -12, PglD inh 2, ERAP1 HTS inh -2, PAX8 inh HTS -26, FN deposit inh -1 and EWS-Fli inh -36.
`CCN1CC(=O)N2[C@@H](CO)[C@H](c3ccc(-c4ccccc4F)cc3)[C@@H]2C1` gave LGR2 antag 15, S100A4 MyoIIA -10, ERAP1 HTS inh 0, PAX8 inh HTS -5, PGC1a acetyl inh 3 and EWS-Fli inh -6.
Screening COc1ccc(C(=O)NNC(=O)CSc2nnc(C(C)C)n2C)cc1 returned LGR2 antag -3, S100A4 MyoIIA 1, PglD inh -5, ERAP1 HTS inh 1, PAX8 inh HTS -9, PGC1a acetyl inh 8, FN deposit inh -5 and EWS-Fli inh -7.
For COc1ccc(CCNC(=O)c2cc(S(=O)(=O)N(C)C)ccc2N2CCCC2)cc1 the results were LGR2 antag -5, S100A4 MyoIIA -6, PglD inh 1, ERAP1 HTS inh 2, PAX8 inh HTS -9, FN deposit inh 3 and EWS-Fli inh -1.
Screening Cc1cccc(NC(=O)/C(=C\c2cccs2)NC(=O)c2ccccc2)c1 returned LGR2 antag 1, S100A4 MyoIIA -4, PglD inh 0 and ERAP1 HTS inh 0.
Screening CCCNC(=O)C1(C)CCN(CCS(=O)(=O)c2ccc(C)cc2)C1 (stereo unspecified) returned LGR2 antag 4, S100A4 MyoIIA -8, PglD inh -6, ERAP1 HTS inh 0, PAX8 inh HTS -3, PGC1a acetyl inh -19 and EWS-Fli inh 1.
For COc1ccc2cc(/C(C)=N/NC(=O)c3cc(C)oc3C)ccc2c1 the results were LGR2 antag -13, S100A4 MyoIIA -2, PglD inh 2, ERAP1 HTS inh -5, PAX8 inh HTS -34, PGC1a acetyl inh 3, FN deposit inh 2 and EWS-Fli inh -17.
`O=C1c2ccccc2C(=O)N1CSc1nnc(Nc2ccccc2F)s1` gave LGR2 antag -38, S100A4 MyoIIA 0, ERAP1 HTS inh 3, PAX8 inh HTS 78*, FN deposit inh 5 and EWS-Fli inh -8.
For COc1ccc(S(=O)(=O)Nc2cccc3c2O[C@H](CN(C)S(=O)(=O)c2ccccc2)[C@H](C)CN([C@H](C)CO)C3=O)cc1 the results were LGR2 antag -20, PglD inh 1, PAX8 inh HTS -20, PGC1a acetyl inh 7 and EWS-Fli inh -7.
COc1cc2c(cc1OC)C(Cc1ccc(O)cc1)NCC2 (stereo unspecified) was read as LGR2 antag -16, S100A4 MyoIIA -20, PglD inh -3, ERAP1 HTS inh 4, PAX8 inh HTS -3, PGC1a acetyl inh 6, FN deposit inh 8 and EWS-Fli inh -5.
Screening O=C(CSCc1ccc(F)cc1)Nc1ccccc1C(=O)N1CCOCC1 returned LGR2 antag 2, PglD inh 0, PAX8 inh HTS 15, PGC1a acetyl inh 9 and FN deposit inh 0.
CC(=O)n1cc([C@@H]2C=C(C(=O)NCc3ccccc3)O[C@H](OCc3ccc(CO)cc3)C2)c2ccccc21 was read as LGR2 antag 2, S100A4 MyoIIA -9&1, PglD inh 2&3, ERAP1 HTS inh -4, PAX8 inh HTS -7&16, PGC1a acetyl inh -14, FN deposit inh -8 and EWS-Fli inh 13&25.
CCN1CCN(C(=O)CCCn2c(C)c3cnn(-c4ccccc4)c(=O)c3c2C)CC1 was read as LGR2 antag 9, S100A4 MyoIIA -5, PglD inh -2, ERAP1 HTS inh -4, PAX8 inh HTS -6, FN deposit inh 1 and EWS-Fli inh -1.
COc1ccc(-n2ncc3c2CC(C)(C)CC3NC(=O)CN2CCOC2=O)cc1 (stereo unspecified) was read as LGR2 antag 5, S100A4 MyoIIA 8, PglD inh 1, ERAP1 HTS inh -2, PAX8 inh HTS -17, PGC1a acetyl inh -9 and FN deposit inh 4.
For CCN(CC(=O)Nc1c(F)cccc1F)C(=O)CCNS(=O)(=O)c1ccccc1C(F)(F)F the results were LGR2 antag 12, S100A4 MyoIIA -8, ERAP1 HTS inh 0, PAX8 inh HTS 4, FN deposit inh 3 and EWS-Fli inh -3.
Screening CCN(C(=O)COC(=O)/C=C/c1c(C)nn(-c2ccccc2)c1C)c1c(N)n(Cc2ccccc2)c(=O)[nH]c1=O returned LGR2 antag -10, S100A4 MyoIIA 6, PglD inh 2, ERAP1 HTS inh 1, PAX8 inh HTS 10, FN deposit inh 4 and EWS-Fli inh -1.
Screening COc1ccc(N2CCN(CCNC(=O)c3ccc(NC(=O)C4CCCO4)cc3)CC2)cc1 (stereo unspecified) returned PglD inh 4, PAX8 inh HTS 9, PGC1a acetyl inh -1 and FN deposit inh -2.
`CN(C)CCCNC(=O)C[C@@H]1CC[C@@H]2[C@H](COc3ccc(NC(=O)C4CCC4)cc3C(=O)N2C)O1` gave LGR2 antag -4, S100A4 MyoIIA 2, PglD inh -1, ERAP1 HTS inh -3, PAX8 inh HTS -11, PGC1a acetyl inh 11, FN deposit inh -9 and EWS-Fli inh -5.
Screening O=C(CCC1CCCN(Cc2ccncc2)C1)NCc1ccc(F)c(F)c1 (stereo unspecified) returned LGR2 antag -8, S100A4 MyoIIA -8, ERAP1 HTS inh 0, PAX8 inh HTS 19, PGC1a acetyl inh -3, FN deposit inh -5 and EWS-Fli inh 1.
For CN1OC[C@@H]2CN(C(=O)c3cccc4ccccc34)[C@H](c3ccc(N4CCCCC4)cc3)C[C@@H]21 the results were LGR2 antag 6, S100A4 MyoIIA -12, PglD inh -6, PAX8 inh HTS 3, PGC1a acetyl inh -10, FN deposit inh -11 and EWS-Fli inh -2.
For COc1ccccc1OCC(=O)NNC(=O)C(=O)N1CCCC1 the results were LGR2 antag -8, PglD inh -1, PAX8 inh HTS -1, PGC1a acetyl inh -11 and FN deposit inh -4.
Screening O=S1(=O)CCN(C2CCCCCCC2)CC1 returned LGR2 antag 7, S100A4 MyoIIA -2, ERAP1 HTS inh 3, PAX8 inh HTS -1 and EWS-Fli inh 2.
`COc1ccccc1C(C(=O)NCc1ccccc1)N(C(=O)c1csnn1)C1CC1` (stereo unspecified) gave LGR2 antag 1, S100A4 MyoIIA -4, PglD inh -4, ERAP1 HTS inh -2, PAX8 inh HTS 1, FN deposit inh 2 and EWS-Fli inh 3.
Screening CCCNC(=S)Nc1cc2oc3ccccc3c2cc1OC returned LGR2 antag -3, S100A4 MyoIIA 1, ERAP1 HTS inh -6 and PAX8 inh HTS 7.
Clc1cccc(Cl)c1CNCCCSc1ncccn1 was read as LGR2 antag 8, S100A4 MyoIIA 0, PglD inh -9, ERAP1 HTS inh 1, PAX8 inh HTS 13, PGC1a acetyl inh 1, FN deposit inh -3 and EWS-Fli inh 7.
Screening COc1ccc(Cc2nnc(SCC(=O)Nc3c(C)cccc3C)[nH]c2=O)cc1 returned LGR2 antag -20, S100A4 MyoIIA 0, PglD inh 7, ERAP1 HTS inh 6, PAX8 inh HTS -7, PGC1a acetyl inh 5, FN deposit inh -2 and EWS-Fli inh -1.
